Assay outcomes (PubChem)
PfHsp40 rescue – restores yeast growth despite PfHsp40 toxicity; hit rate 0.68% among 340,000; S. cerevisiae expressing PfHsp40, growth rescue, ATP luminescence; growth rescue, % at 12.5 µM; in the data active = growth rescue above about 28%, passing the limit was not always enough; inconclusive = no clear call, values can overlap the other calls;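 note: yeast W303a lacking pdr1 and pdr3 grown in galactose medium; growth measured after three days at 30 °C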
PriA SSB inh – K. pneumoniae PriA-SSBct interaction inhibition; AlphaScreen SSBct-PriA binding, biotinylated peptide; inhibition, % at 33 µM; hit rate 0.6% among 430,000; AID 1272365; in the data active = inhibition mostly above about 37%, no sharp cut-off; inactive = mostly below about 20%;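 note: plate controls were negative control peptide for no effect and reference peptide for full effect; strong numbers were not always called active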
Vc quorum ag – induces V. cholerae light production without autoinducers | V. cholerae BH1578 lux reporter, luminescence, 6 h | activation, % at 18.7 µM | hit rate 0.16% among 350,000 | AID 588436; in the data active = activation mostly above about 9.7%, no sharp cut-off; inconclusive = no clear call, values can overlap the other calls; inactive = mostly below about 3.7%; note: not every result past the cut was called active; inactives centre near 0; reference of the scale not given here
Yp Topo-I inh – inhibitors of Yersinia pestis topoisomerase I | hit rate 0.064% among 360,000 | Y. pestis Topo-I cleavage product accumulation, plate reader | activity, % at 10 µM | AID 504884; in the data active = activity above about 50%, passing the limit was not always enough; inconclusive = no clear call, values can overlap the other calls; note: inactives centre near 2
3CLpro inhibitor – SARS-CoV 3CLpro protease inhibition. P0C6X7. hit rate 0.14% among 290,000. recombinant SARS-CoV 3CLpro, quenched FRET peptide cleavage. inhibition, % at 6 µM; in the data active = inhibition above about 12%
CCHFV vOTU inh – blocks the CCHF virus ovarian tumor domain protease; AID 651958; CCHFV vOTU protease, Pep-AMC fluorescence; inhibition, % at 11.5 µM; hit rate 0.55% among 370,000; in the data active = inhibition above about 30%; note: 0% = vehicle wells with enzyme and 100% = no enzyme wells
TcdB inh – blocks C. difficile toxin B glycohydrolase activity; P18177; TcdB glycohydrolase enzymatic assay, plate reader; inhibition, % at 9.99 µM; hit rate 0.24% among 350,000; AID 652162; in the data active = inhibition above about 10%
BoNT A protease – inhibitors of Botulinum neurotoxin A light chain protease. hit rate 0.17% among 360,000. inhibition, % at 10 µM. multiplex microsphere protease substrate cleavage, flow cytometry; note: plate controls were buffer without enzyme for full effect and enzyme alone for no effect
Anthrax LF prot – anthrax lethal factor protease inhibition; P15917; multiplex microsphere protease cleavage assay, LF; hit rate 0.12% among 360,000; inhibition, % at 10 µM; note: plate controls were buffer without enzyme for full effect and enzyme alone for no effect
Target sequence (P15917 whole entry, looked up): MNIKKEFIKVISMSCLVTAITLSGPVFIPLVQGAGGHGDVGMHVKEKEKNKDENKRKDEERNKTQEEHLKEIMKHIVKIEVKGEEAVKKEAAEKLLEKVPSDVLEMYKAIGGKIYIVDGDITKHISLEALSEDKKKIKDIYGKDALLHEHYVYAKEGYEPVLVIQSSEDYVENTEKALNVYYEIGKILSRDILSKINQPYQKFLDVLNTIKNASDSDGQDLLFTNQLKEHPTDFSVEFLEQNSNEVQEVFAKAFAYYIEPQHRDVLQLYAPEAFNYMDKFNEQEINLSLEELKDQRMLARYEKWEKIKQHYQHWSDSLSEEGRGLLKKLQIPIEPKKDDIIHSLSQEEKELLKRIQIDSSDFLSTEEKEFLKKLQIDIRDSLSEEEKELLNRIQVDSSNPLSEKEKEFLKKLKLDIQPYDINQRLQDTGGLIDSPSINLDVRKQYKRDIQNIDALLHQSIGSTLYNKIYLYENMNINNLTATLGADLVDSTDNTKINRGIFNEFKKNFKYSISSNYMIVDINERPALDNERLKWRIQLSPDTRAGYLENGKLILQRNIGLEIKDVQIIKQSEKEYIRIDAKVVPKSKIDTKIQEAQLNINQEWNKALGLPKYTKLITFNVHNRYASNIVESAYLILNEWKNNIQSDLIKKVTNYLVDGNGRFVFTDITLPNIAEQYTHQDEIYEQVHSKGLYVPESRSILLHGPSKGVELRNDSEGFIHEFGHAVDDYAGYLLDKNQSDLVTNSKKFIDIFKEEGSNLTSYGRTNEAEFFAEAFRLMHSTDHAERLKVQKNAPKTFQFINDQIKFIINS
VHR inh abs – blocks human VHR1 dual specificity phosphatase | recombinant VHR phosphatase, pNPP absorbance | inhibition, % at 13.3 µM | hit rate 0.52% among 290,000; in the data active = inhibition above about 50%; note: some compounds called inactive have numbers as strong as hits
Target sequence (P51452 whole entry, looked up): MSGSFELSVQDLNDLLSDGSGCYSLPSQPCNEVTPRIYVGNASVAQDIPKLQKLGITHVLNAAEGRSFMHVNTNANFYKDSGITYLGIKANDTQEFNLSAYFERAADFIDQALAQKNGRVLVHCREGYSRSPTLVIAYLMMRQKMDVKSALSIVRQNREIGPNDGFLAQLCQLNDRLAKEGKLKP
* hit, by the source's call; i = inactive; ? = inconclusive; . = no result given. Cut-off read from the data, not from the text of the source, unless noted: active = inhibition above about 30%; inconclusive = no clear call, values can overlap the other calls; inactive = below that. Some of the compounds tested; count on the stated rates, not on these rows.

mol | PfHsp40 rescue | PriA SSB inh | Vc quorum ag | Yp Topo-I inh | 3CLpro inhibitor | CCHFV vOTU inh | TcdB inh | BoNT A protease | Anthrax LF prot | VHR inh abs
COc1ccc(N2C(=O)NC3CC2(C)Oc2ccc(Cl)cc23)cc1OC (stereo unspecified) | -0.9 | 0 | -0.5 | 6 | 5 | 3 | . | -0.2 | -1 | 24
Nc1ccc(Oc2cc(N)cc(Oc3ccccc3)c2)cc1 | -0.2 | 19 | -0.3 | -10 | 1 | 6 | 0.5 | -6.8 | -27 | -1
CCOC(=O)c1ccc(N=Cc2cnc(N)nc2N)cc1 | 0.9 | 7 | -1.3 | -9 | . | 7 | 0.3 | -0.3 | 1 | .
CCOc1ccc(NC(=O)CCC(=O)OC)cc1 | 0.3 | -9 | i | 3 | -1 | 13 | . | -0.6 | -4 | 28
Cc1onc(-c2ccccc2Cl)c1C(=O)N1CCc2ccccc21 | -1.1 | -19 | i | -7 | -9 | -7 | 2.0 | 0.5 | -1 | -12
CC(OC(=O)c1ccc(Cl)c(S(=O)(=O)N2CCOCC2)c1)C(=O)Nc1ccc(S(N)(=O)=O)cc1 (stereo unspecified) | -1.1 | 10 | -0.6 | -3 | . | -7 | -0.8 | -0.8 | -2 | .
COc1ccccc1CNC(=O)c1ccc(OC(F)F)c(OC)c1 | -0.9 | -27 | -4.1 | -2 | 2 | 1 | -4.0 | 0.1 | 0 | 5
Cn1nnnc1SCCNCC#Cc1ccccc1 | -1.0 | -6 | -0.4 | 5 | -4 | -17 | . | -0.4 | -4 | 4
O=C(O)c1ccc(-n2nc(-c3ccccc3)c3ccccc3c2=O)cc1 | 2.3 | -16 | -0.3 | 2 | 9 | 15 | -1.4 | -1.5 | -2 | 6
COc1cc(-c2nnc(SCC(=O)c3ccccc3)o2)cc(OC)c1OC | 0.9 | -9 | -0.5 | 4 | -7 | -9 | 0.8 | 0.6 | 0 | 14
CC(c1ccccc1C(O)c1ccccc1)N(C)C (stereo unspecified) | -2.0 | -11 | 1.1 | 4 | 0 | -10 | 3.5 | -0.8 | -2 | 31
CCc1ccc(S(=O)(=O)NCc2ccc(N3CCN(C)CC3)cc2)cc1 | -0.9 | -20 | i | 1 | 2 | -15 | 0.7 | ? | -4 | 18
C[C@@H]1CN(Cc2nnnn2CC(=O)NCCCn2cccn2)C[C@H](C)O1 | . | . | -0.3 | 0 | . | 2 | 0.4 | 0.0 | -1 | .
CC(C)(C)c1ccc(-n2ncc3c2CCCC3NC(=O)CCN2CCCO2)cc1 (stereo unspecified) | -0.5 | -3 | i | 14 | -4 | -1 | 1.1 | -0.6 | -2 | -9
O=C(CSc1ccccc1F)NNC(=O)c1ccncc1 | 1.2 | -9 | i | 3 | . | -2 | 0.3 | -0.1 | -4 | .
COCCN1Cc2cccc(C(=O)NC3CCCCCC3)c2C1=O | 3.5 | -16 | -0.3 | 4 | 4 | 10 | . | 0.4 | 1 | 32
COc1ccccc1CNC(=O)COC(=O)CC1CC2CCC1C2 (stereo unspecified) | 0.9 | -18 | i | 27 | . | -6 | 0.3 | -6.1 | -4 | .
Cc1sc(NC(=O)c2ccco2)c(C(Nc2ccccn2)c2ccccc2)c1C (stereo unspecified) | 0.6 | 19 | -0.2 | 6 | -1 | 7 | . | -1.2 | 0 | 8
Cn1cnnc1Sc1ccc(C(=O)OCC(=O)Nc2cc(Cl)cc(Cl)c2)cc1[N+](=O)[O-] | -0.9 | 10 | i | -9 | 0 | 2 | . | 0.3 | -2 | 10
Cc1ccc(NC(=O)c2nc3nccc(C)n3n2)cc1S(=O)(=O)N1CCCCC1 | 0.3 | -10 | -3.8 | 20 | . | 5 | 1.0 | -1.2 | 0 | .
COC(=O)c1ccc(CSc2nnc(NC(=O)C3CC(=O)N(c4ccc5c(c4)OCCO5)C3)s2)cc1 (stereo unspecified) | -0.4 | 12 | i | 19 | -4 | 1 | . | -0.1 | 1 | -8
CCN(CC)S(=O)(=O)c1cc(NC(=O)c2ccc(-n3cncn3)c([N+](=O)[O-])c2)ccc1C | -0.4 | 14 | i | -3 | 1 | 24 | -5.9 | -1.2 | -7 | 20
O=C1OC(Nc2ccc3ncccc3c2)c2ccccc21 (stereo unspecified) | -0.4 | 31 | 6.2 | 0 | 0 | 2 | . | 1.3 | -3 | -15
C[C@H]1COC(=O)[C@H](Cc2ccc(F)cc2)C/C=C\C[C@H](CC(=O)NCCO)C(=O)N1 | -0.8 | -9 | i | 0 | . | 11 | -0.7 | 0.1 | -6 | .
CC1CCCCN1C(=O)CSc1nnc(-c2ccco2)o1 (stereo unspecified) | 3.8 | -16 | -0.3 | 2 | -4 | 1 | 2.3 | -1.9 | 4 | 45
NNC(=O)c1sc2cc(C(F)(F)F)cnc2c1-c1cccnc1 | -1.4 | -4 | -0.2 | 1 | 3 | 4 | -23 | 0.3 | -4 | 4
O=C(Cn1c(CO)nc2ccccc21)Nc1ccc2c(c1)OCCCO2 | -2.2 | -13 | i | 1 | . | -4 | 1.4 | 2.4 | 4 | .
COC(=O)c1ccc(/C=C2/SC(=S)N(CCCC(=O)Nc3ccc(O)cc3)C2=O)cc1 | -0.8 | 4 | i | -5 | -3 | 3 | 0.5 | 0.9 | -4 | 1
C=C(C)CSc1nc2c(cc1C#N)CCC2 | -0.6 | -54 | -3.1 | 1 | -5 | -1 | . | -0.5 | 4 | 30
Cc1cc2nc(-c3cccnc3SCC(=O)NC(C)C)[nH]c2cc1C | -0.9 | 2 | -0.5 | -7 | 0 | -15 | 1.0 | 0.2 | -9 | 22

Arranged by heavy-atom count (rising): some entries from above.
mol | PfHsp40 rescue | PriA SSB inh | Vc quorum ag | Yp Topo-I inh | 3CLpro inhibitor | CCHFV vOTU inh | TcdB inh | BoNT A protease | Anthrax LF prot | VHR inh abs
COc1ccc(N2C(=O)NC3CC2(C)Oc2ccc(Cl)cc23)cc1OC (stereo unspecified) | -0.9 | 0 | -0.5 | 6 | 5 | 3 | . | -0.2 | -1 | 24
COc1cc(-c2nnc(SCC(=O)c3ccccc3)o2)cc(OC)c1OC | 0.9 | -9 | -0.5 | 4 | -7 | -9 | 0.8 | 0.6 | 0 | 14
CCN(CC)S(=O)(=O)c1cc(NC(=O)c2ccc(-n3cncn3)c([N+](=O)[O-])c2)ccc1C | -0.4 | 14 | i | -3 | 1 | 24 | -5.9 | -1.2 | -7 | 20

The list goes on:
mol | PfHsp40 rescue | PriA SSB inh | Vc quorum ag | Yp Topo-I inh | 3CLpro inhibitor | CCHFV vOTU inh | TcdB inh | BoNT A protease | Anthrax LF prot | VHR inh abs
COCCN(C(=O)COC(=O)c1cnc(C)cn1)c1c(N)n(Cc2ccccc2)c(=O)[nH]c1=O | -1.2 | -4 | -2.5 | -1 | . | -1 | 0.1 | 1.6 | 2 | .
CCOC(=O)c1[nH]c2c(c1C)C(=O)CC(c1ccc(OCC)c(OC)c1)C2 (stereo unspecified) | -0.7 | -4 | 0.4 | 0 | 6 | 3 | . | 0.0 | -3 | -23
O=C(N/N=C/c1ccncc1)c1sc2ccccc2c1Cl | -1.3 | . | -0.2 | -6 | -2 | -1 | 6.6 | -0.8 | 0 | 1
COc1cccc(CC2(CO)CCCN(Cc3cn[nH]c3-c3cc(C)ccc3C)C2)c1 (stereo unspecified) | -0.8 | 0 | -1.6 | -7 | -4 | -7 | 0.1 | -0.5 | -4 | -4
COc1ccc(-c2onc(C)c2-c2ccc(C(=O)OC(C)C)o2)c(O)c1 | 2.6 | 0 | 5.6 | 5 | 7 | 28 | . | -1.0 | -2 | -1
COc1ccccc1N(C)S(=O)(=O)c1ccc(C(=O)NCC(c2ccco2)N2CCCCC2)cc1 (stereo unspecified) | -0.7 | 8 | i | 26 | . | 6 | 0.6 | 0.0 | -7 | .
O=C1c2cccc3c2N(CCC3)C(=O)C1(F)c1ccccc1 (stereo unspecified) | . | 6 | i | -2 | . | -3 | 2.1 | 0.2 | 3 | .
CCCOc1ccc(C(=O)NC(=S)N2CCN(c3cc4c(cc3F)c(=O)c(C(=O)O)cn4CC)CC2)cc1 | -0.2 | -5 | -0.5 | 10 | -3 | -2 | -2.5 | -2.2 | -1 | -4
C#CCOCCOCCOCCNc1nc(N2CCN(C(=O)Cn3cc(CCO)nn3)CC2)nc(N2CCN(C(=O)Cn3cc(CC(C)O)nn3)CC2)n1 (stereo unspecified) | 0.4 | -12 | i | 2 | . | -8 | . | -0.5 | -7 | .
COc1ccccc1NC(=O)NNC(=O)CCc1ccccc1 | 0.6 | -2 | 0.6 | -2 | -1 | 11 | 2.1 | 1.7 | -3 | 32
CCOP(=O)(OCC)/C(C#N)=C/c1ccoc1 | -0.1 | -2 | 1.7 | -7 | -3 | 0 | -12 | 0.0 | -12 | -5
COc1ccccc1NS(=O)(=O)c1ccc(C)c(NS(=O)(=O)c2cc(NC(C)=O)ccc2OC)c1 | 0.6 | 2 | i | 6 | . | 15 | 0.4 | -0.9 | -6 | .
COCCCNC(=O)C(=O)N/N=C/c1cc2c(cc1Br)OCO2 | 0.1 | . | -0.7 | 3 | 2 | 2 | 1.7 | -1.4 | 1 | 12
Cc1c(CCOC(=O)c2ccccc2)sc[n+]1Cc1ccccc1 | -0.2 | -8 | -0.2 | -7 | 4 | -9 | 1.0 | 1.5 | 3 | -8
O=C(CC1C(=O)NCCN1C/C=C/c1ccccc1)NCCc1cccnc1 (stereo unspecified) | 0.3 | -12 | i | 0 | 1 | 4 | 0.7 | -0.4 | -7 | 10
CCC(=O)c1ccc(OCC(=O)OC(C)C(=O)NCc2ccc3c(c2)OCO3)cc1 (stereo unspecified) | -1.3 | -6 | i | 6 | . | -9 | -1.7 | -0.9 | ? | .
COc1cc(O)oc1C=Nc1ccc(Oc2ccccc2)cc1 | 0.3 | 20 | i | 2 | -4 | 11 | . | 0.4 | -5 | 10
Cc1c(OC(C)C(=O)N[C@@H](Cc2ccccc2)C(=O)O)ccc2c3c(c(=O)oc12)CCCC3 (stereo partly specified) | -1.4 | -5 | -0.3 | 4 | 8 | -13 | . | -0.6 | -3 | 29
Cc1nc2ccccc2c(=O)n1CCN1CCOCC1 | -2.1 | 2 | 1.4 | 6 | -1 | -6 | 1.6 | -1.1 | -5 | 36
BrC(/C=N/Nc1nc(N2CCOCC2)nc(N2CCOCC2)n1)=C/c1ccccc1 | 1.4 | . | i | 15 | 4 | 16 | . | -0.8 | -4 | 1
CC(=O)NS(=O)(=O)c1ccc(NC(=O)C(Sc2ccccc2)c2ccccc2)cc1 (stereo unspecified) | 1.7 | -13 | 4.5 | 8 | 3 | 11 | . | -0.3 | -2 | -4
CCOc1ccccc1C(=O)NC(C(=O)OCC(=O)Nc1nnc(-c2ccccc2)o1)C(C)C (stereo unspecified) | 0.8 | -4 | i | -1 | -1 | . | . | 0.2 | 4 | -17
Cc1ccccc1N1CCN(C2CCCN(C(=O)c3ccsc3)C2)CC1 (stereo unspecified) | -1.9 | -3 | -1.5 | 22 | 1 | -2 | 0.9 | 1.0 | 2 | 15
O=C(O)c1cccc(NC(CNS(=O)(=O)c2ccc(Cl)cc2)c2ccccc2)c1 (stereo unspecified) | . | 9 | -0.4 | 9 | 3 | 4 | 7.1 | -1.4 | -10 | -11
Cc1ccc(/C=C2/CCc3c([nH]c4ccccc34)C2=O)cc1 | -0.8 | -9 | 1.4 | 8 | 2 | 22 | . | 0.1 | 1 | 33
O=C(NCc1ccccc1)c1cc(S(=O)(=O)N2CCCCC2)ccc1N1CCOCC1 | -0.6 | -12 | -2.3 | 13 | -2 | -8 | 2.3 | 0.5 | -4 | 6
O=C(NCc1ccccc1)C1CCCN(S(=O)(=O)c2cccc3nonc23)C1 (stereo unspecified) | 0.0 | -5 | -3.4 | -10 | 2 | 2 | . | 6.1 | 2 | 15
